Source: PubChem (several laboratories)
bIAP act: increases bovine intestinal alkaline phosphatase activity; purified bovine IAP, CDP-star luminescence, 30 min; active compounds read high; fold of DMSO-control signal, blank-subtracted; activation factor at 20 µM; hit rate 0.17% among 200,000; AID 1016;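 active = activation factor of 2 or more at 20 µM, a signal rise over negative controls twice the positive control's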
TNAP inh hiacc: inhibitors of human TNAP at high phosphate acceptor concentration | P05186 | purified TNAP, CDP-star luminescence, 1 M DEA | inhibition, % at 20 µM | hit rate 0.03% among 200,000 | AID 1135;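 active = over 50% inhibition of tissue-nonspecific alkaline phosphatase at 20 µM in the single-dose screen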;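 also: plate controls were DMSO wells for no effect and EDTA-quenched wells as full inhibition for full effect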
Target sequence (P05186 whole entry, looked up): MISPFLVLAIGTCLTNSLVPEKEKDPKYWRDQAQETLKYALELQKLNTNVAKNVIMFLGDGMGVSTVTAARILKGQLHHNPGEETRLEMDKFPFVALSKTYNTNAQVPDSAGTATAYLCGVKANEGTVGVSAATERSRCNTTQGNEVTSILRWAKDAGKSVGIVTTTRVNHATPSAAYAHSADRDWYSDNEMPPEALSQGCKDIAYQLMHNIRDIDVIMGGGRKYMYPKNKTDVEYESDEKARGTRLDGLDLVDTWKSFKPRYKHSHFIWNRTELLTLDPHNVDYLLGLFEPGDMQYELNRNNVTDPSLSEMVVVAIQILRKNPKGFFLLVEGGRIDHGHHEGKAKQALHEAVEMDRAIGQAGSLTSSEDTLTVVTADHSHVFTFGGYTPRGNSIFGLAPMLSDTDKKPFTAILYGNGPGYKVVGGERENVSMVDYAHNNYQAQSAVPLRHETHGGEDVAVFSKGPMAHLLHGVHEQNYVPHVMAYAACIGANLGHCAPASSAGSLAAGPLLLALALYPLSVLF
APP 5UTR inh: APP translation inhibition; inhibition, % at 2 µM; AID 1285; hit rate 0.82% among 190,000; SH-SY5Y APP 5'UTR-luciferase reporter, luminescence;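 active = inhibition above a set limit, derived from the sample mean plus 3 SD, cut at about 45% in these data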; also: values of inactives mirror those of a sister screen read the other way
FLuc stim CS: firefly luciferase counter-screen for stimulation assays | P08659 | ATPlite luciferase biochemical, luminescence, 10 min; 0 = ATP-free wells, 1 = DMSO control | activation factor at 10 µM | 200,000 tested, under 10 active | AID 1027;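 active = luciferase activation factor, scaled between plate controls, of at least 2 with compound at 10 µM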
Target sequence (P08659 whole entry, looked up): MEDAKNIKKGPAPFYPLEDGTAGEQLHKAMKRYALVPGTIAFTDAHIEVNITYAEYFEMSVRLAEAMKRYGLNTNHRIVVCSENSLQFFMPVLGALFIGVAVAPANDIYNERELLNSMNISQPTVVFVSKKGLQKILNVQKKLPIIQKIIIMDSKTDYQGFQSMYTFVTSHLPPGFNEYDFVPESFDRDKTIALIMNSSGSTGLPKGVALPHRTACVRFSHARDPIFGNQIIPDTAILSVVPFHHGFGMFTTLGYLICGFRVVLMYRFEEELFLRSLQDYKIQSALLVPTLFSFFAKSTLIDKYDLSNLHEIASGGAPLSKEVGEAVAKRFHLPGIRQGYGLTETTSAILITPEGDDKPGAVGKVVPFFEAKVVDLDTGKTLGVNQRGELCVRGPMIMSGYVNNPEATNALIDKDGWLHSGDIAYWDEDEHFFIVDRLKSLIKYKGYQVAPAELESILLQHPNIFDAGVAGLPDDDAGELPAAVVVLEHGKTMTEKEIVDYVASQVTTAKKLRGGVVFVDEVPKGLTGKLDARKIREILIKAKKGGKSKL
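Assay system: Luciferase/luciferin detection reagent, cell-free biochemical luciferase assay / Read-out: luciferase activation / Benchmarks: No-ATP low control, compound-free enzyme-plus-ATP high control / Medium: PBS buffer for ATP / Detection: luminescence measurement of luciferase light output / Schedule: 10 min at ambient temperature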
FLuc inh counter: inhibits firefly luciferase, flagging false hits in luciferase inhibition screens; P08659; ATPLite firefly luciferase biochemical luminescence, 10 min; inhibition, % at 10 µM; hit rate 1.5% among 200,000; AID 1006;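 active = inhibition above about 50% when tested at 10 µM, limit read from the data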
RAM network inh: inhibitors of the yeast RAM network; S. cerevisiae dse1pr::URA3 reporter, 5-FOA growth OD615, 2 d; analog-sensitive cbk1-as2 kinase mutant strain; inhibition, % at 50 µM; hit rate 1.8% among 190,000; AID 868;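 active = inhibition above a set limit, 3 SD over mean compound inhibition, cut at about 8.4% in these data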;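 also: 0% = DMSO-only wells with no growth and 100% = 10 µM 1-NA-PP1 full growth; inhibition rescues growth on 5-FOA so higher OD means more RAM inhibition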
L major viab: inhibitors of Leishmania major promastigote growth; hit rate 9% among 200,000; Leishmania major promastigotes, resazurin fluorescence viability; inhibition, % at 10 µM; AID 1063; in the data active = inhibition above about 50%;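 also: promastigotes grown with compound for 44 hours at 28 °C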
bIAP inh: intestinal alkaline phosphatase (bovine) inhibition. AID 1019. 190,000 tested, under 10 active. purified bovine IAP, CDP-star luminescence, 30 min. inhibition, % at 20 µM;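 active = over 50% inhibition of intestinal alkaline phosphatase at 20 µM in the single-dose screen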
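test system = bovine IAP enzyme | medium = DEA buffer 100 mM, pH 9.8, with MgCl2 1.0 mM, ZnCl2 0.02 mM | detection = luminescence | dosing = single compound dose of 20 µM, 2% DMSO final | incubation = 30 min reaction at room temperature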
TNAP inh no acc: blocks human TNAP activity with no phosphate acceptor present; P05186; purified TNAP, CDP-star luminescence, 30 min; inhibition, % at 20 µM; hit rate 0.26% among 200,000; AID 1012;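 active = tissue-nonspecific alkaline phosphatase inhibition above about 50% at 20 µM in the single-dose screen, limit read from the data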;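 also: 0% = DMSO negative control and 100% = EDTA positive control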
TNAP act hiacc: increases human TNAP activity under high phosphate acceptor concentration; activation factor at 20 µM; P05186; purified TNAP, CDP-star luminescence, 1 M DEA, 30 min; active compounds read high; 0 = EDTA background, 1 = DMSO-only activity; AID 1136; 200,000 tested, under 10 active;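 active = activation factor at least 2 at 20 µM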
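Test system – human TNAP · Doses – 20 µM single point · Incubation – 30 min, room temperature · Signal – luminescent substrate turnover signal · Read-out basis – activation factor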
The depositor's hits bear a star.

SMILES | bIAP act | TNAP inh hiacc | APP 5UTR inh | FLuc stim CS | FLuc inh counter | RAM network inh | L major viab | bIAP inh | TNAP inh no acc | TNAP act hiacc
CCc1c(O)nc(SCC(=O)NCc2ccco2)[nH]c1=O | 0.9 | 0.4 | -12.3 | 1 | -3.4 | 0.7 | -5.7 | 6.8 | -17.6 | 1
c1cc2c(cc1-c1[nH]ncc1CN1CC3C[C@@H]4CC1C[C@H](C3)C4)OCO2 | 1.3 | -5.3 | -7.5 | 1 | -1.5 | 1.4 | -2.4 | -26.9 | 15.7 | 1.1
COC(=O)CC1C(=O)NCCN1C(=S)Nc1cccc(C)c1 (stereo not given) | 1.2 | -1.7 | 0.2 | 1.1 | -10.9 | 0.4 | -2.8 | -15.2 | -13.7 | 1
CCOCCCNC(=O)CSc1nc2nc(C)c(Cc3ccccc3)c(C)n2n1 | 1.1 | 3.6 | 2.5 | 1 | -2.6 | 0.7 | -3.8 | -5.8 | -2.5 | 1
Cc1ccc(S(=O)(=O)N/N=C/c2cccc3c2OCCO3)cc1 | 0.5 | 0.4 | -33.3 | 1 | -2.4 | 0.6 | 46.6 | 47.7 | -7.1 | 1
CC(c1ccco1)N(C(=O)c1ccc(C(F)(F)F)cc1)c1ccccn1 (stereo not given) | 1.1 | -2.4 | -6.1 | 1 | -4.0 | 0.5 | 1.2 | -7.3 | -12.7 | 1
COC(=O)c1c(C)[nH]c(O)c1C=Nc1ccc(Oc2ccccc2)cc1 | 1 | 8.3 | -39.2 | 1 | 2.9 | 5.1 | -2.7 | -1.2 | 0.0 | 0.9
Cc1nnsc1C(=O)NC1CCCCC1 | 0.9 | -1.5 | -1.8 | 1 | -3.4 | 1.8 | -7.6 | 7.6 | -7.9 | 1
O=C1C(Cl)=C(N2CCN(Cc3ccccc3)CC2)C(=O)N1Cc1ccccc1 | 1 | -1.1 | -12.5 | 1 | -2.5 | 2.3 | 92.1* | 0.9 | -2.9 | 1
CN1CCN(C(=O)CC2C(=O)NCCN2Cc2ccc(-c3ccccc3)cc2)CC1 (stereo not given) | 1 | -8.8 | 5.3 | 1 | -4.1 | -1.3 | -6.2 | -4.1 | -9.1 | 1.1
COCCNC(=O)CN(c1ccccc1OC)S(C)(=O)=O | 0.9 | -4.9 | -11.1 | 1 | 0.2 | 1.5 | -7.2 | 7.9 | -7.8 | 1
CC(C)CC(=O)NNC(=S)NCc1ccco1 | 1 | -4.9 | -3.4 | 1.1 | -10.4 | 0.5 | -3.8 | -4.7 | -126.6 | 1
O=C1N2CCSC2=NC1(Nc1nccs1)C(F)(F)F (stereo not given) | 1 | 2.5 | -9.4 | 1 | 1.0 | 1.0 | -4.0 | -1.3 | -1.7 | 1
CCOc1ccc(NC(=O)CCC(=O)N/N=C/c2ccc([N+](=O)[O-])s2)cc1 | 0.9 | 2.4 | 12.3 | 1.1 | -10.6 | 0.6 | 96.6* | 13.1 | 1.0 | 1
Cc1nc(-c2ccncc2)sc1C(=O)Nc1ccc(Cl)cc1 | 1 | -1.3 | -3.7 | 1 | -2.1 | 0.0 | -3.6 | 2.3 | -3.9 | 1
CCOC(=O)C1CCN(C(=O)Nc2ccc(NC(=O)C3CCN(C(=O)OCC)CC3)cc2)CC1 | 1 | 1.7 | -15.9 | 1 | -4.2 | 0.9 | -5.5 | 0.6 | -6.9 | 1
Cc1ccc(CNC(=O)C2CCCN(c3nc4ccccc4o3)C2)cc1 (stereo not given) | 0.7 | -4.0 | 11.1 | 1 | -4.3 | 1.6 | -6.0 | 25.6 | -33.6 | 1
CCCn1c(O)c(CN2CCCC(C)C2)c(C)c(C#N)c1=O (stereo not given) | 1 | 2.4 | -2.1 | 1 | -4.2 | 0.5 | -6.4 | -4.7 | -8.0 | 1
CCC(C)OC(=O)C(C)Oc1ccc(-c2ccccc2)cc1 (stereo not given) | 0.9 | -1.6 | -5.3 | 1 | -0.3 | 2.4 | -8.6 | 5.8 | -3.7 | 1
CCOC(=O)C(C(=O)OCC)C(Nc1ccc(Br)cc1)c1ccccc1 (stereo not given) | 0.9 | -5.1 | -4.2 | 1.1 | -7.4 | -0.3 | 10.6 | 6.7 | -11.0 | 1.1

Brought forward from above: 2 entries, then new ones.
SMILES | bIAP act | TNAP inh hiacc | APP 5UTR inh | FLuc stim CS | FLuc inh counter | RAM network inh | L major viab | bIAP inh | TNAP inh no acc | TNAP act hiacc
CCC(C)OC(=O)C(C)Oc1ccc(-c2ccccc2)cc1 (stereo not given) | 0.9 | -1.6 | -5.3 | 1 | -0.3 | 2.4 | -8.6 | 5.8 | -3.7 | 1
CCOC(=O)C(C(=O)OCC)C(Nc1ccc(Br)cc1)c1ccccc1 (stereo not given) | 0.9 | -5.1 | -4.2 | 1.1 | -7.4 | -0.3 | 10.6 | 6.7 | -11.0 | 1.1
COc1cc(O)oc1C=Nc1ccccc1 | 1.1 | -9.9 | 1.7 | 1 | 0.9 | 0.8 | -6.0 | -10.6 | -1.9 | 1.1
CC(C)NC(=O)c1onc(CSc2ccccc2)c1C(=O)O | 1 | -1.6 | 2.6 | 1.1 | -7.3 | -0.6 | -11.1 | 2.6 | -7.2 | 1
COC(=O)c1[nH]c2cccc(OC)c2c1NC(=O)CCN1CC(C)CC(C)C1 (stereo not given) | 0.9 | -4.4 | 1.5 | 1 | -4.3 | 0.3 | 0.6 | 6.6 | -6.4 | 1
COc1cc(S(=O)(=O)N2CCC(C(N)=O)CC2)c(C)cc1C | 1 | -1.9 | 3.6 | 1.1 | -9.2 | -0.3 | -0.5 | -0.1 | -10.0 | 1
CC(Sc1cnc2ccccc2n1)C(=O)O (stereo not given) | 0.9 | 0.8 | -14.9 | 1 | -2.8 | 0.1 | -7.8 | 6.6 | -10.0 | 1
Cc1cc(NC(=O)CSc2ccc3nnc(-c4ccc(F)cc4)n3n2)no1 | 1.1 | -3.0 | -16.6 | 1.1 | -8.7 | 1.1 | 6.0 | -7.0 | 2.2 | 1
CC(=O)Nc1ccc(C(=O)N/C(=C/c2ccccc2)C(=O)Nc2cccc(C(=O)O)c2)cc1 | 1.2 | -3.9 | 0.1 | 1 | -4.4 | 2.6 | -2.3 | -24.4 | -9.6 | 1
Cc1ccc(NC(=S)N(CCCN2CCN(C)CC2)Cc2cccs2)cc1C | 1 | -1.6 | 5.8 | 1.1 | -8.4 | -0.4 | 33.7 | -1.4 | -6.9 | 1
Cc1c(-n2c(=S)[nH]c3ccccc3c2=O)c(=O)n(-c2ccccc2)n1C | 0.9 | -8.2 | 13.3 | 1.1 | -5.1 | 0.8 | -4.5 | 11.3 | -15.7 | 1.1
O=C(CCCc1c[nH]c2ccccc12)Nc1ccc2ccccc2c1 | 1 | 0.2 | -7.9 | 1 | 3.3 | 5.2 | 51.8* | 3.5 | -4.4 | 1
Cc1csc(SCC(=O)NC(=O)NCc2ccccc2)n1 | 0.9 | -5.7 | -1.0 | 1.1 | -5.7 | 1.0 | 18.1 | 10.0 | -12.8 | 1.1
COc1ccc(CCN2C(=O)CC(C(C)c3ccccc3)C2=O)cc1OC (stereo not given) | 1.1 | 0.9 | 17.3 | 1 | 1.0 | 0.0 | -5.4 | -13.3 | -27.4 | 1
O=C(Nc1ccc(CSc2ccccc2)cc1)c1ccc(CN2CCOCC2)cc1 | 0.9 | -1.4 | 6.2 | 1 | -2.1 | -0.3 | 95.2* | 8.9 | -4.0 | 1
O=C(Nc1ccc(F)cc1)Nc1ccc([N+](=O)[O-])cn1 | 0.9 | 4.0 | -16.4 | 1.1 | -6.8 | 0.4 | 0.3 | 9.1 | -7.4 | 1
O=C(Nc1ccc(S(=O)(=O)N2CCCCC2)cc1)c1cnccn1 | 1 | -6.8 | -4.9 | 1.1 | -10.2 | 2.4 | -3.4 | -2.8 | -4.1 | 1.1
CCOC(=O)C1=C(N)OC2=C(C(=O)CC(C)(C)C2)C1c1cc(CSc2nnnn2C)cs1 (stereo not given) | 1.3 | -1.8 | -14.0 | 1 | -3.7 | 1.4 | 9.7 | -27.2 | -4.6 | 1
C=CCc1ccc(OCCOc2cccc3ccc(C)nc23)c(OC)c1 | 1 | -4.2 | -16.8 | 0.9 | 5.6 | 0.6 | 19.1 | -2.9 | -9.2 | 1
CC1CCCN(c2ccc(N)cc2C(N)=O)C1 (stereo not given) | 1.1 | -4.7 | -19.3 | 0.9 | 5.6 | 0.6 | 4.7 | -7.2 | -5.0 | 1
CCCC(=O)Nc1sc2c(c1C(=O)OCC)CC(C)(C)OC2 | 1.1 | 0.9 | 29.6 | 1.1 | -5.5 | 0.0 | 25.2 | -12.8 | -0.7 | 1
CCOC(=O)c1c(C)c(C(=O)NCCOC)c(C)n1CC | 1 | -4.3 | -7.6 | 1.1 | -8.5 | -0.3 | -2.9 | 2.6 | -11.2 | 1

Molecules shown so far that contain an aryl thioether with sulfur outside any ring (eight):
SMILES | bIAP act | TNAP inh hiacc | APP 5UTR inh | FLuc stim CS | FLuc inh counter | RAM network inh | L major viab | bIAP inh | TNAP inh no acc | TNAP act hiacc
CCc1c(O)nc(SCC(=O)NCc2ccco2)[nH]c1=O | 0.9 | 0.4 | -12.3 | 1 | -3.4 | 0.7 | -5.7 | 6.8 | -17.6 | 1
CCOCCCNC(=O)CSc1nc2nc(C)c(Cc3ccccc3)c(C)n2n1 | 1.1 | 3.6 | 2.5 | 1 | -2.6 | 0.7 | -3.8 | -5.8 | -2.5 | 1
CC(C)NC(=O)c1onc(CSc2ccccc2)c1C(=O)O | 1 | -1.6 | 2.6 | 1.1 | -7.3 | -0.6 | -11.1 | 2.6 | -7.2 | 1
CC(Sc1cnc2ccccc2n1)C(=O)O (stereo not given) | 0.9 | 0.8 | -14.9 | 1 | -2.8 | 0.1 | -7.8 | 6.6 | -10.0 | 1
Cc1cc(NC(=O)CSc2ccc3nnc(-c4ccc(F)cc4)n3n2)no1 | 1.1 | -3.0 | -16.6 | 1.1 | -8.7 | 1.1 | 6.0 | -7.0 | 2.2 | 1
Cc1csc(SCC(=O)NC(=O)NCc2ccccc2)n1 | 0.9 | -5.7 | -1.0 | 1.1 | -5.7 | 1.0 | 18.1 | 10.0 | -12.8 | 1.1
O=C(Nc1ccc(CSc2ccccc2)cc1)c1ccc(CN2CCOCC2)cc1 | 0.9 | -1.4 | 6.2 | 1 | -2.1 | -0.3 | 95.2* | 8.9 | -4.0 | 1
CCOC(=O)C1=C(N)OC2=C(C(=O)CC(C)(C)C2)C1c1cc(CSc2nnnn2C)cs1 (stereo not given) | 1.3 | -1.8 | -14.0 | 1 | -3.7 | 1.4 | 9.7 | -27.2 | -4.6 | 1
